Assay outcomes deposited in PubChem by several laboratories.
Runt-CBFb FRET: blocks binding of human RUNX1 Runt domain to CBFb; Q01196+Q13951; Cerulean-Runt/Venus-CBFb FRET ratio 530/480, 1 h; inhibition, % at 20 µM; 220,000 compounds, 0.46% hits; AID 1496;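 active = inhibition over about 50% at 20 µM in the single-dose screen, limit read from the data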;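 also: 0% = DMSO wells and 100% = excess unlabeled CBFb competitor control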
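System: Cerulean-labeled Runt domain protein | Quantity: 100 nM of each labeled protein | Schedule: 1 h compound exposure, room temperature | Detection: Fluorescence energy transfer, 422 nm excitation, 530/480 nm emission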
PERK inhibitor: human PERK inhibition, primary cell-based screen | CHO PERK-DD fusion, SEAP luminescence translation reporter | inhibition, % at 5.6 µM | 220,000 compounds, 0.17% hits | AID 1416;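 active = inhibition above the mean inhibition of all tested compounds plus 3 SD, set separately per screening campaign, cut at about 2.9% in these data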;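 also: PERK kinase domain activated by AP20187 dimerizer at 100 nM; 0% = DMSO with dimerizer and 100% = rapamycin at 8.4 µM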
L929 necroptosis: blocks zVAD induced death of L929 cells; viability rescue, % at 10 µM; AID 1377; L929 zVAD necroptosis rescue, ATP luminescence, 24 h; with zVAD 60 µM; 220,000 compounds, 0.38% hits;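 active = activation, scaled between plate controls, above about 75%, limit read from the data; inactive = activation under that limit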;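 also: 0% = zVAD with DMSO and 100% = DMSO alone without zVAD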
EP2 antag: EP2 receptor (human) inhibition. inhibition, % at 25 µM. P43116. C6 glioma cells expressing human EP2, cAMP TR-FRET; cells stimulated with saturating PGE2. 260,000 compounds, 0.52% hits;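 active = percent inhibition above 40 after rounding to a whole number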;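 also: rat C6 glioma host cells with rolipram phosphodiesterase inhibitor present; the protocol text gives 20 µM as final concentration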
Target sequence (P43116 whole entry, looked up): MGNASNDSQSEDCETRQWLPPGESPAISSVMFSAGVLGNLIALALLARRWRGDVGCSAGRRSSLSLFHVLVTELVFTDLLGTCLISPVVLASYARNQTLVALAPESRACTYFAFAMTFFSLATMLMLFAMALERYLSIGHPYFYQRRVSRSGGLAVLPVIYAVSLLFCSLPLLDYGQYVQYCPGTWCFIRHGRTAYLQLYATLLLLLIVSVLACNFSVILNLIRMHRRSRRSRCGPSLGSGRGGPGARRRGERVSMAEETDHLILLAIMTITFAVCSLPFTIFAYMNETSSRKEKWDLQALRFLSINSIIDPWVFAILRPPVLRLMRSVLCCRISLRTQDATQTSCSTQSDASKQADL
TNF death inh: inhibitors of TNF-alpha induced necroptosis in Jurkat FADD-/- cells; activation (protection from cell death), % at 10 µM; Jurkat FADD-/- TNF necroptosis rescue, ATP luminescence, 24 h; 0 = TNF only, 100 = no-TNF cells; 220,000 compounds, 0.068% hits; AID 463075;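 active = activation, meaning protection from cell death, of at least 50% relative to plate controls; inactive = activation below 50%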;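 also: necroptosis triggered by 40 ng/mL TNF-alpha added together with compound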
RBBP9 inh: human RBBP9 hydrolase inhibition | inhibition, % at 7.94 µM | 220,000 compounds, 0.2% hits | recombinant RBBP9, FP-Rh probe fluorescence polarization | O75884;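 active = inhibition above the campaign mean of all tested compounds plus 3 SD, cut at about 14% in these data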;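 also: plate controls were DMSO wells with RBBP9 for no effect and wells lacking RBBP9 protein for full effect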
Target sequence (O75884 whole entry, looked up): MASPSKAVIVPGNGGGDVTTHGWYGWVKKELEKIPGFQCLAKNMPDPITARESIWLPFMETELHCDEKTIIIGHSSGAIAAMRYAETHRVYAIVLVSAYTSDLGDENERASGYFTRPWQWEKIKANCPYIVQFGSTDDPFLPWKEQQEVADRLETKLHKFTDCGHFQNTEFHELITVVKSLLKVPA
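Material: RBBP9 protein. Amount: RBBP9 at 2.5 µM in dispensed solution, before mixing. Schedule: 30 min then 45 min, 25 °C. Medium: Tris buffer pH 8.0, NaCl, Pluronic. Measured by: fluorescence polarization. Measure: percent inhibition from mP, scaled between DMSO and no-protein wells. Replication: one well per compound.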
EP2 mod: EP2 receptor (human) modulation | EP2-expressing cells, cAMP HTRF FRET, PGE2 co-stimulation | P43116 | induction, % at 25 µM | 260,000 compounds, 0.83% hits;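 active = compounds whose cAMP rise, as percent of the full-agonist control response, exceeds 60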;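 also: rat C6 glioma line stably carrying human EP2 under a CMV promoter; the protocol text gives 20 µM as final concentration; 100% = response of wells given 1 µM PGE2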
Hck-Nef inh: human Hck-Nef kinase inhibition. P08631. Recombinant Hck-YEEI plus Nef, Z-Lyte FRET kinase assay. inhibition, % at 20 µM. 220,000 compounds, 0.68% hits. AID 463187;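 active = Hck-Nef kinase inhibition above about 50%, limit read from the data; inactive = inhibition below that limit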;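 also: 0% = DMSO with Hck plus Nef and 100% = Hck alone without Nef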
Target sequence (P08631 whole entry, looked up): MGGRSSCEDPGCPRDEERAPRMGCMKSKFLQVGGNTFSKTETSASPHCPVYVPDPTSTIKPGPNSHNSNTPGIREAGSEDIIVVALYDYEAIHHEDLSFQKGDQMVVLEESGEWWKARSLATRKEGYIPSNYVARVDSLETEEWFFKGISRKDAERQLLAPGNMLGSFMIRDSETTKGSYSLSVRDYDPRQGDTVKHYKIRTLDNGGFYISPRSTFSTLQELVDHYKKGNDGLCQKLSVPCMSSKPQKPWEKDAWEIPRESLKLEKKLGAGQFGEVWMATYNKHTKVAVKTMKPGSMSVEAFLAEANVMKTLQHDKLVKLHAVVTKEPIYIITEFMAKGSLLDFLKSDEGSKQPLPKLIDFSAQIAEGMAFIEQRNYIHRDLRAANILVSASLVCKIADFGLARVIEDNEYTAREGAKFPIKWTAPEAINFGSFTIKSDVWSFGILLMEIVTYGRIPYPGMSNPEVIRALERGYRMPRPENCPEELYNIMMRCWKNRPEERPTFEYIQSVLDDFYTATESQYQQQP
Runt-SMMHC FRET: inhibitors of human RUNX1 Runt domain binding to CBFb-SMMHC; Cerulean-Runt/Venus-CBFb-SMMHC FRET ratio 530/480, 1 h; inhibition, % at 20 µM; 220,000 compounds, 0.74% hits; Q01196+Q13951;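 active = mean inhibition across duplicate retests at 20 µM reaching about 50%, limit read from the data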;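 also: 0% = DMSO wells and 100% = wells with excess untagged CBFb-SMMHC; inhibitors lower the FRET ratio by blocking Runt binding to CBFb-SMMHC; some results filed as inactive read as strong as hits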
* hit, by the source's call; / = not tested or not shown; & = joins results of further samples. These rows are one share of the data (hit frequency here may not be typical).

SMILES | Runt-CBFb FRET | PERK inhibitor | L929 necroptosis | EP2 antag | TNF death inh | RBBP9 inh | EP2 mod | Hck-Nef inh | Runt-SMMHC FRET
O=C(CSc1nc2ccccc2o1)N1c2ccccc2Sc2ccc(C(F)(F)F)cc21 | 1 | -0.6 | 2.2 | 11 | 1.0 | -10 | 55 | 1 | -1
CCOc1ccc(CSC2=NCCN2)cc1Cl | 0 | 0.1 | 66 | 15 | 1.9 | -4 | -4 | -1 | 5
Cc1nc(-c2ccc(Cl)cc2)sc1C(=O)NNC(=O)C(C)C | -1 | 0.0 | 0.5 | 9 | 0.8 | -10 | -2 | 16 | -1
O=C(NNC(=O)C1CCN(Cc2cccc(F)c2)CC1)c1cccs1 | 0 | 0.4 | 1.3 | 13 | 1.2 | -3 | 12 | 5 | -4
COc1ccc(N(C(=O)C2COc3ccccc3O2)C(C(=O)NC2CCCCC2)c2ccccc2)cc1OC (stereo not given) | -4 | 0.3 | 1.2 | 6 | 2.6 | -6 | 24 | -2 | 1
Cc1nc(SCC(=O)Nc2c(C)nn(C)c2C)c2cnn(-c3ccccc3)c2n1 | / | -0.4 | 0.1 | 10 | -4.7 | 8 | -27 | -1 | 0
CCCCN1C(=S)NC[C@@H]1Cc1ccc(O)cc1 | -2 | / | -0.7 | 13 | 0.8 | / | 0 | 16 | 3
Cn1cc(/C=C/C(=O)N2CCCC(C(=O)c3cccc(C(F)(F)F)c3)C2)cn1 (stereo not given) | -3 | -0.3 | -0.8 | 6 | -1.5 | -8 | -18 | -1 | 1
CCO[C@@H]1OC(C(=O)NC2CC2)=C[C@H](c2ccc(C(F)(F)F)cc2)[C@H]1CCCO | -6 | 0.1 | -1.2 | 9 | 0.9 | -5 | -16 | 12 | -2
COc1ccc(N2CCC(CNC(=S)Nc3c(C)cccc3C)C2)cc1 (stereo not given) | 11 | 0.4 | -0.7 | 4 | -14 | 6 | -25 | -8 | 6
O=C(NC1CCCCC1)N1CCC(c2nc(-c3ccc(S(=O)(=O)N4CCCC4)cc3)no2)CC1 | -2 | 0.0 | 0.3 | 6 | -9.6 | -3 | -16 | 0 | 0
Cc1ccc(C(C(=O)NCc2ccco2)N(C(=O)CNC(=O)c2cccs2)c2ccc(C)cc2C)cc1 (stereo not given) | -3 | 0.6 | 0.0 | 10 | -2.9 | -7 | 13 | 5 | 3
O=C(NCc1ccc(F)cc1)C1CCCN(S(=O)(=O)c2cccnc2)C1 (stereo not given) | 2 | 0.0 | 0.4 | 22 | -2.7 | -3 | 6 | 5 | 6
Cc1ccnc(N=Cc2c(O)ccc3oc4c(c23)CCCC4)c1 | -12 | 1.4 | 0.6 | 13 | 0.3 | 1 | 62* | 9 | -26
Cc1ccc(N2C(=O)CC(N(CCc3ccccc3)C(=S)Nc3ccc(N(C)C)cc3)C2=O)cc1 (stereo not given) | -2 | -0.1 | -0.2 | 9 | -14 | -6 | -7 | 0 | -8
O=C(c1ccc(O)cc1)c1ccc(C(=O)O)c(C(=O)O)c1 | -1 | 2.4 | 0.3 | 4 | -1.4 | -7 | 3 | 0 | 0
CCN(CC(=O)N1CCc2ccccc2C1)S(=O)(=O)c1ccc2ccccc2c1 | -1 | -0.5 | 0.8 | 11 | 1.5 | -3 | -31 | 0 | 4
COc1ccc(CN(C(=O)c2ccco2)c2ccccc2)cc1 | -1 | -0.8 | -0.4 | -2 | -2.3 | -4 | 43 | 5 | -4
CC1(C)Cc2[nH]c(=S)c(C#N)cc2CO1 | 8 | 0.2 | -0.1 | 14&10 | 0.3 | 0 | -19&8 | -4 | 12
O=C1c2ccccc2C(=O)c2c([N+](=O)[O-])ccc(O)c21 | 1 | 2.4 | 8.5 | 9 | -15 | 1 | -77 | 29 | -3
Cc1cc(NS(=O)(=O)c2ccc(NC(=O)Cc3cccs3)cc2)no1 | -1 | 0.2 | 0.1 | 8 | -0.5 | -7 | 7 | 12 | 1
C=CCn1c(SCC(=O)Nc2sccc2C(N)=O)nc2sc(CC)cc2c1=O | 0 | -1.8 | 26 | 2 | -5.8 | -7 | -52 | -20 | -8
CCN(CC)c1ccc(CN(C(=O)c2ccco2)C2CCS(=O)(=O)C2)cc1 (stereo not given) | 10 | -0.5 | -0.5 | / | -2.5 | -8 | 5 | -1 | 0
CNC(=S)NNC(=O)c1cccn(Cc2ccc(Cl)c(Cl)c2)c1=O | 2 | 1.1 | 0.1 | 5 | -3.1 | -4 | -3 | 1 | -5
O=C1Nc2ccccc2S/C1=C\C(=O)N1CCCC1 | 2 | 0.3 | 74 | 16 | -0.6 | -2 | -26 | 22 | 0

Fetched by compound from above:
SMILES | Runt-CBFb FRET | PERK inhibitor | L929 necroptosis | EP2 antag | TNF death inh | RBBP9 inh | EP2 mod | Hck-Nef inh | Runt-SMMHC FRET
Cc1ccc(N2C(=O)CC(N(CCc3ccccc3)C(=S)Nc3ccc(N(C)C)cc3)C2=O)cc1 (stereo not given) | -2 | -0.1 | -0.2 | 9 | -14 | -6 | -7 | 0 | -8
O=C(NNC(=O)C1CCN(Cc2cccc(F)c2)CC1)c1cccs1 | 0 | 0.4 | 1.3 | 13 | 1.2 | -3 | 12 | 5 | -4

The list goes on.
SMILES | Runt-CBFb FRET | PERK inhibitor | L929 necroptosis | EP2 antag | TNF death inh | RBBP9 inh | EP2 mod | Hck-Nef inh | Runt-SMMHC FRET
C/C(=N\NC(=O)CSc1nc2ccccc2[nH]1)c1ccncc1 | 4 | 0.6 | 5.1 | 1 | 0.9 | 0 | -25 | 25 | 2
COc1ccc(N(CC(=O)NCc2cccs2)S(=O)(=O)c2c(C)nn(C)c2C)cc1 | 0 | -0.5 | -0.8 | 5 | -1.4 | 1 | 7 | 0 | -5
c1ccc(COc2ccc(OCCCNC3CCCC3)cc2)cc1 | 0 | -0.4 | 3.4 | 26 | 1.1 | -8 | -37 | -16 | -2
COCC(C)NC(=S)NC(=O)c1cc(S(=O)(=O)N2CCOCC2)ccc1C (stereo not given) | 1 | 0.1 | -1.0 | 4 | 0.6 | -4 | -19 | -13 | -1
COc1ccc(Cc2nnc(NC(=O)Cc3cccs3)s2)cc1OC | -4 | 0.2 | 5.9 | 8 | 0.7 | -10 | -10 | 24 | -16
Cc1[nH]nc(Nc2ccccc2)c1[N+](=O)[O-] | -1 | 0.8 | -0.1 | 12 | 1.6 | -4 | -17 | 0 | -8
CCCCC(=O)NC(c1ccc(OC)c(OC)c1)c1c(O)ccc2ccccc12 (stereo not given) | 2 | -0.5 | 0.1 | 5 | -2.5 | -5 | 12 | 0 | 0
C=CCN1CCN(C(c2ccccc2)c2nnnn2CCC(C)C)CC1 (stereo not given) | -2 | -2.1 | 0.5 | 7 | 2.7 | -8 | 7 | 1 | 1
COc1ccc(CN(Cc2cc3cc4c(cc3[nH]c2=O)OCO4)C(=O)NC2CCCCC2)cc1 | -3 | 0.1 | 0.3 | 16 | -1.7 | -6 | -2 | 0 | 0
CC(C)CN1C(=O)C(=Nc2cccnc2)c2ccccc21 | 1 | -0.1 | 0.6 | 4 | -5.6 | -1 | -27 | 5 | -2
COc1ccc(C2OC(=O)C(C)(C)C(=O)C2(C)C)cc1OC (stereo not given) | 2 | -0.1 | 0.3 | 4 | -0.9 | -11 | 16 | 13 | 0
CCCN(CCC)c1nc(Cl)nc(NCCN2CCOCC2)n1 | -2 | 0.1 | 1.8 | 2 | 1.8 | -3 | -10 | 17 | 4
Cc1nn(C)c(Cl)c1/C=C/C(=O)O | 1 | 1.0 | 1.8 | 10 | 0.1 | 1 | 1 | -2 | -8
Cc1cc(NC(=O)CN2CCCCC2)n(-c2ccccc2)n1 | 0 | 0.9 | 0.1 | 7 | 1.7 | 3 | -2 | 8 | -2
COC(=O)c1ccc([C@@H]2C[C@H]3CN(Cc4cccnc4)C(=O)[C@]34CCCN24)cc1 | 0 | 0.0 | 1.3 | 5 | 0.9 | 3 | -1 | 20 | 0
CCc1nnc(NC(=O)CSc2nnc(-c3ccoc3C)n2-c2ccc(C)cc2)s1 | -1 | -0.2 | -0.2 | / | -0.1 | -2 | 27 | -2 | 0
O=C(Cn1nc(-c2ccccc2)c2ccccc2c1=O)Nc1cccnc1 | 1 | -1.8 | -0.1 | 6 | -0.3 | -1 | 9 | 2 | -7
CC(C(=O)c1c[nH]c(C(=O)N=CN(C)C)c1)c1ncc(C(F)(F)F)cc1Cl (stereo not given) | -1 | 1.2 | 3.2 | 15 | 1.4 | 4 | 22 | 27 | -2
O=c1c2c(nc3nc(NCc4cccc5ccccc45)[nH]n13)CCC2 | -2 | 0.5 | 0.5 | 5 | 1.3 | 0 | -43 | 27 | 0
Cc1cc2nc(CO)[nH]c2cc1C | 2 | 1.5 | 0.0 | 3 | 2.0 | 2 | 29 | 18 | -1
CCOC(=O)C1=C(C)NC(=O)NC1c1ccc(OC(C)C(=O)O)c(OC)c1 (stereo not given) | 1 | 0.2 | -0.3 | 5 | -1.3 | 0 | 13 | 8 | 1
COCCCNC(=S)NNC(=S)Nc1ccc(F)cc1F | 4 | 0.7 | -0.6 | 5 | 0.4 | -2 | 19 | 1 | -1
Cc1cccc(Nc2ccc(C(=O)N3CCOCC3)cn2)c1 | 1 | 0.3 | 0.4 | 8&3 | 0.0 | -1 | -14&-13 | 11 | -2
CC(=Nc1ccc(O)cc1)c1sc2ccccc2c1O | -22 | 0.7 | 0.7 | 14 | -13 | 0 | -10 | 4 | -98
CCN(CC)c1ccc(NC(=O)c2ccco2)cc1 | 8 | -0.7 | 11 | 9 | 1.0 | -3 | 1 | 1 | 8
Cc1nc(SCC(=O)Nc2ccc3c(c2)OCCO3)c2oc3ccccc3c2n1 | -1 | 0.1 | 0.1 | 8 | -0.2 | -7 | 0 | 81* | -5
O=C1c2ccccc2C(=O)C1c1nccc2ccccc12 | -28 | -0.1 | 39 | -1 | -2.3 | -4 | 9 | 3 | -58

An excerpt from above in order of molecular weight, smallest number first:
SMILES | Runt-CBFb FRET | PERK inhibitor | L929 necroptosis | EP2 antag | TNF death inh | RBBP9 inh | EP2 mod | Hck-Nef inh | Runt-SMMHC FRET
C/C(=N\NC(=O)CSc1nc2ccccc2[nH]1)c1ccncc1 | 4 | 0.6 | 5.1 | 1 | 0.9 | 0 | -25 | 25 | 2
COCCCNC(=S)NNC(=S)Nc1ccc(F)cc1F | 4 | 0.7 | -0.6 | 5 | 0.4 | -2 | 19 | 1 | -1
C=CCN1CCN(C(c2ccccc2)c2nnnn2CCC(C)C)CC1 (stereo not given) | -2 | -2.1 | 0.5 | 7 | 2.7 | -8 | 7 | 1 | 1
COc1ccc(Cc2nnc(NC(=O)Cc3cccs3)s2)cc1OC | -4 | 0.2 | 5.9 | 8 | 0.7 | -10 | -10 | 24 | -16
COc1ccc(N(CC(=O)NCc2cccs2)S(=O)(=O)c2c(C)nn(C)c2C)cc1 | 0 | -0.5 | -0.8 | 5 | -1.4 | 1 | 7 | 0 | -5
